# Compound activity from PubChem BioAssay.
# mut p53 react – re-activators of the mutant p53 pathway; SW480 PUMA-promoter luciferase, p53 mutant reactivation; activation, % at 9.98 µM; hit rate 1.5% among 28,000; AID 624151; in the data active = activation above about 52%; inconclusive = no clear call, values can overlap the other calls
# STK33 inh – inhibitors of human STK33 kinase; Q9BYT3; ADP-Glo luminescence, MBP substrate; inhibition, % at 12.5 µM; hit rate 0.44% among 27,000; AID 2322; in the data active = inhibition above about 20%; inconclusive = no clear call, values can overlap the other calls
# Target sequence (Q9BYT3 whole entry, looked up): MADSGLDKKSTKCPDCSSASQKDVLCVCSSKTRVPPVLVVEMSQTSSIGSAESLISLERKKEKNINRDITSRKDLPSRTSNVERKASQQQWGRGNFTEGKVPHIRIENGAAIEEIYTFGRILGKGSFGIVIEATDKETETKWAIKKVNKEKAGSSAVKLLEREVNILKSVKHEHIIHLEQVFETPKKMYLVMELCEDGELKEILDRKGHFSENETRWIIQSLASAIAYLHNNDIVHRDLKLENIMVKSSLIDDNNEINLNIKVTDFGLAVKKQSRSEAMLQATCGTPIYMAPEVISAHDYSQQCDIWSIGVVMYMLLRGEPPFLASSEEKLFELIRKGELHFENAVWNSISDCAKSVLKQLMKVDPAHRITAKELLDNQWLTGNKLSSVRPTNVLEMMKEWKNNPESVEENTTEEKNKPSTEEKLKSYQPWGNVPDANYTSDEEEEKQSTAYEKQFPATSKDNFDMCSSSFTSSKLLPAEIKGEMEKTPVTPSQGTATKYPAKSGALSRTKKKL
# The depositor's hits bear a star; u = inconclusive; x = not tested or not shown. Some of the compounds tested; count on the stated rates, not on these rows.
# A first look:
SMILES,mut p53 react,STK33 inh
O=C1CN(/N=C/c2ccc([N+](=O)[O-])o2)C(=O)N1,10,1
O=C(CSc1nnc2ccc3ccccc3n12)Nc1nsc(-c2ccc(Cl)cc2)n1,-1,-4
C[C@H]1CN([C@@H](C)CO)C(=O)Cc2cc(NC(=O)Nc3ccc4c(c3)OCO4)ccc2O[C@@H]1CN(C)CC1CCCCC1,x,-2

# The whole of this part, from the start:
SMILES,mut p53 react,STK33 inh
O=C1CN(/N=C/c2ccc([N+](=O)[O-])o2)C(=O)N1,10,1
O=C(CSc1nnc2ccc3ccccc3n12)Nc1nsc(-c2ccc(Cl)cc2)n1,-1,-4
C[C@H]1CN([C@@H](C)CO)C(=O)Cc2cc(NC(=O)Nc3ccc4c(c3)OCO4)ccc2O[C@@H]1CN(C)CC1CCCCC1,x,-2
COC(=O)c1sccc1NC(=O)COc1cc(C)ccc1Cl,u,7
C[C@@H]1CCCCO[C@H](CN(C)Cc2ccc(C(=O)O)cc2)[C@@H](C)CN([C@H](C)CO)C(=O)c2cc(N(C)C)ccc2O1,x,-3
N[C@@H](Cc1cc(I)c(Oc2cc(I)c(O)c(I)c2)c(I)c1)C(=O)O,4,1
COc1ccc(S(=O)(=O)Nc2ccc3c(c2)CC(=O)N([C@H](C)CO)C[C@@H](C)[C@H](CN(C)S(C)(=O)=O)O3)cc1,x,2
Cc1ccc(Nc2nc(N)nc(COc3cccc4cccnc34)n2)cc1,19,9
N#Cc1ccccc1CSc1nnc(-c2ccco2)n1-c1ccccc1,5,-2
C[C@H](CO)N1C[C@H](C)[C@H](CN(C)S(=O)(=O)c2ccc(F)cc2)Oc2ccc(NC(=O)Nc3ccc4c(c3)OCO4)cc2C1=O,-16,4
CCN(CC(=O)O)S(=O)(=O)c1ccc(C)cc1,-9,3
COc1cccc(NC(=O)CSC2CC(=O)N(c3cc(C)cc(C)c3)C2=O)c1 (stereo not drawn),-7,0
C[C@H](CO)N1C[C@H](C)[C@@H](CN(C)C)OCCCC[C@H](C)Oc2ccc(NS(=O)(=O)c3ccc(Cl)cc3)cc2C1=O,-1,x
CC/C=C/c1ccc(C)cc1/C=C/CCCC(=O)O,x,-6
C[C@H](CO)N1C[C@H](C)[C@H](CN(C)S(C)(=O)=O)Oc2ncc(C#CCN(C)C)cc2C1=O,x,3
Cc1ccc(NC(=O)CSc2nnc(-c3ccccc3F)n2C)cc1[N+](=O)[O-],0,-2
C[C@@H]1CN([C@@H](C)CO)C(=O)Cc2cc(NC(=O)C3CC3)ccc2O[C@@H]1CN(C)Cc1ccncc1,9,-3
COCCOC(=O)C1=C(C)NC(C)=C(C(=O)OC/C=C/c2ccccc2)C1c1cccc([N+](=O)[O-])c1 (stereo not drawn),-6,x
CC(C)(C)CC(=O)NCc1ccc(S(N)(=O)=O)cc1,8,x
O=C(CCCc1ccc(-c2ccccc2F)cc1)Nc1ccc(O)cc1,-54,x
C[C@@H]1CN([C@H](C)CO)C(=O)c2cc(C#Cc3ccccc3F)cnc2O[C@H]1CN(C)C(=O)C1CCCCC1,-13,x
COc1ccc(S(=O)(=O)N(C)C[C@@H]2Oc3ccc(NC(=O)Cc4ccccc4)cc3CC(=O)N([C@H](C)CO)C[C@H]2C)cc1,5,-3
CC1C(=O)C(=O)[C@@H]2O[C@@H]2C1=O (stereo partly drawn),x,-2
O=C(c1cccc(NS(=O)(=O)c2cccc([N+](=O)[O-])c2)c1)N1CCOCC1,-6,1

# 7 records picked at random from the list so far:
SMILES,mut p53 react,STK33 inh
Cc1ccc(NC(=O)CSc2nnc(-c3ccccc3F)n2C)cc1[N+](=O)[O-],0,-2
O=C(c1cccc(NS(=O)(=O)c2cccc([N+](=O)[O-])c2)c1)N1CCOCC1,-6,1
C[C@H](CO)N1C[C@H](C)[C@H](CN(C)S(C)(=O)=O)Oc2ncc(C#CCN(C)C)cc2C1=O,x,3
CC1C(=O)C(=O)[C@@H]2O[C@@H]2C1=O (stereo partly drawn),x,-2
O=C(CCCc1ccc(-c2ccccc2F)cc1)Nc1ccc(O)cc1,-54,x
COCCOC(=O)C1=C(C)NC(C)=C(C(=O)OC/C=C/c2ccccc2)C1c1cccc([N+](=O)[O-])c1 (stereo not drawn),-6,x
C[C@@H]1CN([C@H](C)CO)C(=O)c2cc(C#Cc3ccccc3F)cnc2O[C@H]1CN(C)C(=O)C1CCCCC1,-13,x

# Next part.
SMILES,mut p53 react,STK33 inh
Cc1cc(Br)c(NC(=O)CSc2nnc(-c3ccccc3)o2)cc1C,9,1
COCC#Cc1ccc2c(c1)O[C@@H](CN(C)Cc1ccncc1)[C@@H](C)CN([C@@H](C)CO)S2(=O)=O,-2,x
C[C@H](CO)N1C[C@H](C)[C@H](CN(C)C(=O)CCC(F)(F)F)OCc2ccccc2-c2c(n(C)c3ccccc23)C1=O,-3,x
C[C@H]1CN([C@@H](C)CO)C(=O)Cc2cc(NC(=O)CCC(F)(F)F)ccc2O[C@@H]1CN(C)Cc1ccc2c(c1)OCO2,-1,x
Cc1onc(-c2ccccc2)c1-c1ccnn1S(=O)(=O)c1ccc(Cl)cc1,-14,x
Cc1noc(C)c1NC(=O)N(C)C[C@@H]1Oc2ccc(NC(=O)c3ccncc3)cc2CC(=O)N([C@@H](C)CO)C[C@@H]1C,-6,0
COc1ccc(NC(=O)N(C)C[C@@H]2Oc3ccc(NS(=O)(=O)c4ccc(Cl)cc4)cc3C(=O)N([C@H](C)CO)C[C@H]2C)cc1,x,2
COc1ccc(CN(C)C[C@@H]2OCCCC[C@@H](C)Oc3ccc(NC(=O)Nc4ccc(OC)cc4)cc3C(=O)N([C@@H](C)CO)C[C@@H]2C)cc1,-7,x
COc1cc(OC)c(NC(=O)COc2ccc([N+](=O)[O-])cc2)cc1Cl,-4,3
COc1cccc2cc(C(=O)Nc3cccc(Cn4cccn4)c3)c(=O)oc12,57*,12
Cc1nc(SCC(=O)N2c3ccccc3Sc3ccccc32)nc2c1CCCC2,-1,0
C[C@H]1CN([C@@H](C)CO)C(=O)Cc2cc(NC(=O)C3CCCCC3)ccc2O[C@H]1CN(C)Cc1ccc(-c2ccccc2)cc1,x,0
C/C=C/c1cnc2c(c1)C(=O)N([C@@H](C)CO)C[C@@H](C)[C@H](CN(C)C(=O)C1CCOCC1)O2,3,x
O=C(CSc1nc(O)cc(=O)[nH]1)Nc1cccc(C(F)(F)F)c1,7,2
Cc1cc(C)c(NC(=O)CN(c2ccc(Oc3ccccc3)cc2)S(C)(=O)=O)c(C)c1,-9,-2
C[C@@H]1CN([C@@H](C)CO)C(=O)CCCn2cc(nn2)CO[C@H]1CN(C)S(=O)(=O)c1cn(C)cn1,6,-1
COc1ccc(C(=O)CSc2nnc(-c3cccc(C)c3)n2-c2ccccc2)cc1,-17,5
COc1cccc(-c2cnc3c(c2)C(=O)N([C@@H](C)CO)C[C@H](C)[C@H](CN(C)CC2CCOCC2)O3)c1,10,x
COc1ccc(C(=O)CC2(O)C(=O)N(CCCC#N)c3ccccc32)c(OC)c1 (stereo not drawn),-11,-2
C[C@@H]1CCCCO[C@@H](CN(C)C(=O)C2CCCCC2)[C@@H](C)CN([C@H](C)CO)C(=O)c2cc(NC(=O)c3ccncc3)ccc2O1,-8,0
COc1ccc(OC)c(NC(=O)CCN2CCN(c3ccccc3F)CC2)c1,1,8
O=C1c2ccccc2C(=O)N1C[C@@H]1CCCN(Cc2cccc(OCCO)c2)C1,x,-2
CC(C)(C)C(=O)CSc1nnc(-c2cnccn2)s1,x,-2
CC(C)CC(=O)O[C@@H]1OC=C(CO[C@@H]2O[C@H](CO)[C@@H](O)[C@H](O)[C@H]2O)[C@H]2C[C@H](O)[C@@](C)(O)[C@@H]12,-2,-1
Cc1cc(C(F)F)n2nc(C(=O)Nc3c(C)nn(Cc4ccc(Cl)cc4)c3C)nc2n1,0,-2
Cc1ccc(S(=O)(=O)Nc2ccc3c(c2)CC(=O)N([C@@H](C)CO)C[C@H](C)[C@H](CN(C)S(=O)(=O)c2ccccc2)O3)cc1,x,1
Cc1ccccc1NC(=O)C1CC=CCC1C(=O)O (stereo not drawn),-10,-1
O=C(CSc1nc(O)cc(=O)n1-c1ccccc1)Nc1ccccc1,-15,2
CC1CCN(S(=O)(=O)c2cccc(C(=O)N(Cc3ccccc3)c3ccccn3)c2)CC1,-13,-1
FC(F)(F)c1cccc(NC(=S)Nc2cccnc2N2CCC(C(F)(F)F)CC2)c1,x,-3
O=C(Nc1cc(C(F)(F)F)ccc1N1CCc2ccccc2C1)c1ccccc1,31,x
O=C(CSc1nnc(-c2cccnc2)n1-c1cccc(C(F)(F)F)c1)c1ccc(F)cc1,-3,-2
COc1ccc(NC(=O)CNC(=O)c2ccc(OC)c(OC)c2)cc1Cl,-5,6
COC(=O)c1cccc2nc3c(C(C)O)cccc3nc12 (stereo not drawn),18,-3
COc1ccc(-c2oc3cc(OC)c(OC)c(O)c3c(=O)c2OC)cc1OC,2,1
C[C@@H]1CN([C@H](C)CO)C(=O)CCCn2nncc2CO[C@H]1CN(C)S(=O)(=O)c1ccccc1F,x,0

# Some of the entries so far, bar-delimited:
SMILES | mut p53 react | STK33 inh
FC(F)(F)c1cccc(NC(=S)Nc2cccnc2N2CCC(C(F)(F)F)CC2)c1 | x | -3
O=C(Nc1cc(C(F)(F)F)ccc1N1CCc2ccccc2C1)c1ccccc1 | 31 | x

# More records
SMILES,mut p53 react,STK33 inh
C[C@@H]1CN([C@H](C)CO)C(=O)c2cc(NS(=O)(=O)c3ccc(Cl)cc3)ccc2O[C@H]1CN(C)C(=O)Nc1ccc(C(F)(F)F)cc1,x,0
CC(C)NC(=O)N(C)C[C@@H]1OCCCC[C@H](C)Oc2ccc(NC(=O)c3ccncc3)cc2C(=O)N([C@H](C)CO)C[C@@H]1C,5,x
Cc1nnc(SCC(=O)Nc2c(C)n(C)n(-c3ccccc3)c2=O)s1,-16,-1
Cc1noc(C)c1S(=O)(=O)Nc1cccc2c1O[C@@H](CN(C)C(=O)Nc1ccc(F)cc1)[C@@H](C)CN([C@H](C)CO)C2=O,0,x
CC1=C[C@@H](O)[C@H]2C(C)(C)CCC[C@]2(C)[C@@]1(O)CO,x,-4
C[C@@H]1CN([C@@H](C)CO)C(=O)Cc2cc(NC(=O)Nc3ccc(C(F)(F)F)cc3)ccc2O[C@H]1CN(C)Cc1ccncc1,-54,x
COc1ccc(-c2cnc3c(c2)C(=O)N([C@H](C)CO)C[C@@H](C)[C@@H](CN(C)C(=O)Cc2ccccc2)O3)cc1,-7,x
O=C(CSc1nnnn1-c1ccccc1)Nc1cc(Cl)ccc1C(=O)O,-6,4
C[C@H]1CN([C@@H](C)CO)C(=O)Cc2cc(NS(C)(=O)=O)ccc2O[C@H]1CN(C)CC1CC1,6,2
CC(C)NC(=O)N(C)C[C@@H]1OCCCC[C@@H](C)Oc2ccc(NC(=O)Nc3ccc4c(c3)OCO4)cc2C(=O)N([C@H](C)CO)C[C@@H]1C,2,2
Cc1cc(N(CC(=O)Nc2cc(C(F)(F)F)ccc2Cl)S(C)(=O)=O)ccc1Br,0,0
C/C=C/c1ccc2c(c1)O[C@H](CN(C)C(=O)Nc1cccc(F)c1)[C@@H](C)CN([C@H](C)CO)S2(=O)=O,0,x
Cc1ccc(S(=O)(=O)N(CC(=O)Nc2ccc(C(N)=O)cc2)C2CCCCC2)cc1,6,-4
Cc1noc(C)c1NC(=O)Nc1ccc2c(c1)C(=O)N([C@H](C)CO)C[C@@H](C)[C@@H](CN(C)C(=O)NC(C)C)OCCCC[C@@H](C)O2,-8,x
C[C@H](CO)N1C[C@H](C)[C@@H](CN(C)Cc2ccncc2)Oc2ncc(C#CC3(O)CCCC3)cc2C1=O,1,x
CC(C)NC(=O)Nc1ccc2c(c1)C(=O)N([C@H](C)CO)C[C@H](C)[C@H](CN(C)S(=O)(=O)c1cccs1)OCCCC[C@@H](C)O2,0,3
O=C(CCCN1C(=O)c2ccccc2C1=O)Nc1ccc2ccccc2c1,-3,2
C[C@H]1CN([C@@H](C)CO)C(=O)c2cc(NC(=O)Cc3ccccc3)ccc2O[C@H]1CN(C)S(=O)(=O)c1ccc(F)cc1,x,-1
C[C@@H]1CN([C@@H](C)CO)C(=O)c2cccc(NS(C)(=O)=O)c2O[C@@H]1CN(C)S(=O)(=O)c1cccs1,10,x
Cc1cc2nnc(SCC(=O)Nc3ccc(Cl)c(C(F)(F)F)c3)n2c2ccccc12,19,-1
C[C@H]1CN([C@@H](C)CO)C(=O)Cc2cc(NC(=O)Nc3ccc(F)cc3)ccc2O[C@@H]1CN(C)C(=O)Nc1ccc(C(F)(F)F)cc1,x,1
Cn1c(SCC(=O)N2CCc3ccccc32)nnc1-c1ccc(NC(=O)c2ccc(F)cc2)cc1,-7,-1
Cc1cc(NC(=O)CCN2CCC(C(N)=O)CC2)ccc1Br,2,-3
COc1ccc(S(=O)(=O)Nc2ccc3c(c2)C(=O)N([C@@H](C)CO)C[C@@H](C)[C@H](CN(C)S(=O)(=O)c2ccc(OC)cc2)O3)cc1,-3,0
CC(=O)Nc1sc(C)c(-c2ccccc2)c1C(=O)NCc1cccnc1,3,1
COCC#Cc1cnc2c(c1)C(=O)N([C@H](C)CO)C[C@@H](C)[C@H](CN(C)Cc1ccc3c(c1)OCO3)O2,11,x
O=C(Nc1ccc(N2CCOCC2)cc1Cl)C1CCN(C(=O)OCc2ccccc2)CC1,-13,x
COc1ccc(CN(C)C[C@@H]2Oc3c(NS(=O)(=O)c4ccc(OC)cc4)cccc3C(=O)N([C@@H](C)CO)C[C@H]2C)cc1,3,x
Cn1c(SCC(=O)N2CCc3ccccc32)nnc1-c1ccco1,7,8
C[C@@H]1CN([C@@H](C)CO)C(=O)c2cc(N(C)C)ccc2O[C@@H](C)CCCCO[C@H]1CN(C)C,7,x
CC(C)NC(=O)N(C)C[C@@H]1Oc2c(NS(=O)(=O)c3ccccc3)cccc2C(=O)N([C@H](C)CO)C[C@H]1C,5,x
Cc1noc(C)c1NC(=O)Nc1ccc2c(c1)CC(=O)N([C@H](C)CO)C[C@H](C)[C@H](CN(C)S(=O)(=O)c1ccc(Cl)cc1)O2,x,-1
